Pf apPOL inh – Pf-apPOL DNA polymerase inhibition. Recombinant Pf-apPOL, molecular beacon fluorescence, 1.5 h. inhibition, % at 10 µM. 210,000 tested, 0.25% active
mHTT CaM bind – disrupts binding of mutant huntingtin to calmodulin; P42858; AlphaScreen His-mHTT/GST-CaM binding, luminescence; inhibition, % at 15 µM; 190,000 tested, 3.6% active; AID 1671202;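 note: 0% = both proteins with DMSO and 100% = one protein alone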
Starred values were filed as active, the others as inactive; . = no result given; & = joins results of further samples. Cut-off read from the data, not from the text of the source: active = inhibition above about 50%; inactive = the rest. An unsorted share of the library; 3.5% or so of the library scored in one or more.

smiles	Pf apPOL inh	mHTT CaM bind
CC1=C(C(=O)N2CCCCC2)C(c2cccc(Cl)c2)n2c(nc3ccccc32)N1 (stereo not given)	-4	10
Cc1noc(C2CN(C(=O)c3cccc(C(F)(F)F)c3)CC23CCOCC3)n1 (stereo not given)	0	-12
CC(=O)NC(C)c1nc2ccccc2n1Cc1ccccc1F (stereo not given)	-2	1
COC(=O)C12CC3CC(CC(NC(=O)CCn4ccc(=O)[nH]c4=O)(C3)C1)C2	0	-3
CC(C)C(=O)Nc1ccc(N2CCCN(Cc3ccc(F)cc3F)C2=O)cc1	-8	9
Cc1cccc2[nH]c(SCc3cc4c(cc3Cl)OCO4)nc12	-8	-7
O=S(=O)(c1ccc(C2CCCCC2)cc1)N1CCOCC1	-1	-20
O=C(NC1CC(=O)N(C2CC2)C1)c1cc(-c2ccccc2)n[nH]1 (stereo not given)	-4	-17
CN(C)c1ccc(C2CC(c3ccc(Br)cc3)=NN2S(C)(=O)=O)cc1 (stereo not given)	-9	12
O=C1CSC(c2ccccc2[N+](=O)[O-])N1c1ccc(O)cc1 (stereo not given)	-2	6
O=C(Nc1ccc(C(=O)N2CCOCC2)cc1)C1CCC1	-3	-8
COc1cc(C(=O)/C=C/Nc2ccc(O)cc2C)cc(OC)c1OC	-4	26
COCCC1CCN(C(=O)CN(C)C(=O)c2ccc(Cl)cc2)CC1	2	-5
Cc1nc(-c2cccc(NC(=O)c3cccc(Oc4ncccn4)c3)c2)cs1	-4	5
CS(=O)(=O)Nc1ccccc1F	.	-2
CCOC(=O)c1cn(-c2ccc(N3CCC(C)CC3)nn2)nc1N	-13	.
COc1cc(NC(=O)c2ccc(Cl)c(Cl)c2)c(OC)cc1NC(=O)c1ccccc1	-2	-1
CCOc1ccc(-c2nc(C(=O)N(C)C(C)C)cs2)c(F)c1	-11	-11
CC(C)Oc1ccc(C(=O)NCC2(O)CCCC2)cc1	-4	-4
Cc1cccc(NC(=O)CN2CCc3ccccc3C2C(=O)N2CCC(C)CC2)c1C (stereo not given)	-4	4
O=C(NCc1ccccc1)c1csc2c1CCCC2	-7	-16
CCOc1ccc(/C=C2\N=C(c3ccc(C)c(C)c3)OC2=O)cc1	-3	-6
CCc1ccc(NC(=O)C(=O)NC2CCCC2)cc1	-5	-10
CC(C)c1ccc(C#N)c(SCC(=O)Nc2cccc(C(=O)O)c2)n1	-2	1
O=C(NCCSc1ccccc1)c1ccc([N+](=O)[O-])cc1	-4	-9
O=C(CN(c1ccccc1)S(=O)(=O)c1ccc(Cl)cc1)Nc1ccc2c(c1)OCO2	-2	11
CCCC(CCC)C(=O)NCCC1CCN(C(=O)Nc2cccc(C)c2)CC1	2	-3
CC(C)(C)c1ccc(CSCC(=O)Nc2ccccc2C#N)cc1	-1	.
COc1cc(C(=O)NCCC(O)C(C)(C)C)cc(OC)c1OC (stereo not given)	-4	-2
CC(C)(C)NC(=O)[C@@H]1CN(Cc2cccnc2)CCN1C[C@@H](O)C[C@@H](Cc1ccccc1)C(=O)N[C@H]1c2ccccc2C[C@H]1O	-7	.

Gathered by group, the compounds so far with a cyano group (2)
smiles	Pf apPOL inh	mHTT CaM bind
CC(C)c1ccc(C#N)c(SCC(=O)Nc2cccc(C(=O)O)c2)n1	-2	1
CC(C)(C)c1ccc(CSCC(=O)Nc2ccccc2C#N)cc1	-1	.

(listing goes on)
smiles	Pf apPOL inh	mHTT CaM bind
O=c1/c(=C/c2ccco2)sc2n1CN(c1cccc(F)c1)CN=2	-4	6
Cc1ccccc1CNc1ccc2cn[nH]c2c1	-4	62*
COc1ncc(C(=O)Nc2cc(C)cc(C)c2)c(C)n1	-4	-4
CCc1c(C)nc(S/C=C/c2ccccc2)[nH]c1=O	6	0
Oc1ccc(Nc2ncnc3ccc(Br)cc23)cc1	-3	8
OC1CCN(Cc2c(Cl)cccc2Cl)CC1	5	-1
COc1cc([N+](=O)[O-])c(Cl)cc1N=Cc1c(C)[nH]n(-c2ccc(Br)cc2)c1=O	-5	-6
COc1ccc(C2C3=C(CCCC3=O)Nc3nc(SCc4ccccc4)nn32)cc1OC (stereo not given)	-5	22
CSc1cccc(NC(=O)C2CCN(C(=O)c3ccccc3C)CC2)c1	4	3
CCc1ccccc1-n1c(SCC(=O)NCc2ccccc2)nc2n[nH]c(C)c2c1=N	-1	28
CCN(CC)c1ccc(/C=C2\C(=O)c3ccc(C(=O)O)cc3C2=O)cc1	1	62*
O=C1OC(N2CCN(c3ccccn3)CC2)c2ccccc21 (stereo not given)	1	-2
Cc1cc(Cl)ccc1OCC(=O)Nc1ccc(S(=O)(=O)Nc2onc(C)c2C)cc1	-8	2
CC1(C)C2CCC(C(=O)O)(C2)C1O (stereo not given)	1&1	-1&-1
O=C1OC(N2CCN(C/C=C/c3ccccc3)CC2)c2ccccc21 (stereo not given)	2	-3
COc1ccc(-c2nnnn2C)cc1S(=O)(=O)Nc1ccc(I)cc1	-9	2
COc1ccc(OC)c(/C=C2/N=C(c3ccccc3Cl)OC2=O)c1	-1	7
CCCCNC(=O)c1c[nH]c2ccc(S(=O)(=O)Nc3ccccc3F)cc2c1=O	-9	19
COc1ccccc1C(=O)N1CCC(COc2ccc(C(=O)N3CCCCC3)cc2)CC1	-6	-2
COc1ccc(CCNC(=O)c2ccccc2N=Cc2ccc(N(C)C)cc2)cc1OC	6	.
O=C1C2C3C=CC(O3)C2C(=O)N1c1ccc([N+](=O)[O-])cc1 (stereo not given)	6	2
N#C/C(=C\c1ccc2c(c1)OCO2)C(=O)Nc1ccccc1C(=O)O	-4	6
CCc1nc2c(NC(=O)CCc3ccc(OC)cc3)cccn2n1	-2	-2
Cc1c(Cl)cccc1NC(=O)c1cc(S(=O)(=O)N2CCc3ccccc32)ccc1F	-1	-24
Cc1ccc(C(=O)N2CCC(CCNC(=O)c3ccc4c(c3)OCO4)CC2)cc1	1	4
Cn1cc(CCC(=O)NC2CCCCC2)c2ccccc21	-13	15
O=C(Cc1c(O)c2ccccc2[nH]c1=O)NCc1ccccc1F	1	-2
COc1ccccc1CNC(=O)c1cnn2c(C)c(Cc3ccccc3)c(C)nc12	-12	3
O=C1c2ccccc2C(=O)N1c1ccc(N2C(=O)C3C4CCC(C4)C3C2=O)cc1 (stereo not given)	-1	2
CCOc1ccc(NC(=O)C23CCC(C)(C(=O)C2)C3(C)C)cc1 (stereo not given)	-8	-1
CCCC1=NN(C(=O)C(C)(C)C)C(=O)C1Cc1c(F)cccc1Cl (stereo not given)	-2&-3	.
Cc1ccccc1-n1nc2c(c1NC(=O)c1c(F)cccc1F)CSC2	-86	31
CCOc1ccccc1N1CCN(C(=O)C2CC2)C(C)C1=O (stereo not given)	-1	2
O=c1oc2ccccc2cc1-c1nnc(NCc2ccco2)s1	-12	-12
CCNC(=O)C1CC(c2ccccc2)CN(C(=O)Cc2ccccc2)C1 (stereo not given)	2	10
CCCNC(=O)CSc1nc2nc(C)c(Cc3cccc(C)c3)c(C)n2n1	-3	9
CCN1C(=O)Cc2cc(C(=O)N3CCN(c4ccccc4Cl)CC3)ccc21	-6	27
CCc1nc2c(NC(=O)c3ccccc3C(F)(F)F)cccn2n1	0	1
CCOc1ccc(S(N)(=O)=O)cc1-c1nc2c(C(C)(C)C)nn(C)c2c(=O)[nH]1	0	16
O=C(NCCn1cc(SCC(=O)N2CCCCC2)c2ccccc21)c1ccccc1F	-2	11
Cc1nn(-c2ccc(Cl)cc2)c2nc(N3CCCC(C(=O)NC4CCCC4)C3)sc12 (stereo not given)	7	-6
CC12CCCCC1CCC1C2CCC2(C)C1CCC2(O)CSc1ncc(-c2ccccc2)s1 (stereo not given)	-1	-1
Cc1cc(NC(=O)CSc2nnc(-c3c(C)nc4sccn34)n2C)no1	-10	-8
Cc1ccc(C(=O)N2CCN(S(=O)(=O)c3ccc(C)cc3)C2c2ccc(N(C)C)cc2)cc1 (stereo not given)	1	50*
Cc1cccc(C)c1-n1c(C)n[nH]c1=O	3	-4
CCC(=O)N1CCN(c2nc3c(s2)CC(C(=O)Nc2ccc(C)cc2F)CC3)CC1 (stereo not given)	-2	6
Cc1cccc(NC(=O)Cc2nc(-c3ccccc3)n[nH]2)c1C	-2	5
O=C(NCCOCc1ccccc1)c1ccccc1Cl	-5	-7
O=C(NCC1(O)CCOc2ccccc21)c1cc(=O)c2ccccc2o1 (stereo not given)	2	1
O=C(Nc1ccc(Cl)c(-c2nc3ccccc3[nH]2)c1)c1cc2ccccc2oc1=O	-3	15
COCCC1CCN(C(=O)c2cc(F)ccc2F)CC1	-6	-7
Cc1c(-c2noc(-c3ccc(F)cc3)n2)nnn1Cc1ccc(F)cc1	-1	-10
O=C(C1CCC1)N1CCc2sc(S(=O)(=O)Nc3cccc(Cl)c3)cc2C1	-4	-2
Cc1ccc(-n2c(=O)n(CC(=O)Nc3cccc(C)c3C)c3cccnc32)cc1	4	2
CCOc1ccc(CNC(=O)CC2CCN(S(=O)(=O)c3c(C)noc3C)CC2)cc1	-2	-2
O=C(c1cc(O)ccc1O)c1coc2ccc(O)cc12	.	-1
CC(=O)N1CCC(n2c(C)nc(C(=O)NCc3ccc4c(c3)OCO4)c2C)CC1	-3	8
O=C(CCC1CCCCC1)NCc1ccccn1	-1	4
COc1cc(NC(=O)c2ccc([N+](=O)[O-])o2)c(OC)cc1Cl	-1	11
CN(Cc1ccsc1)C(=O)NC(C)(C)C	-4	-2

Record cards, as listed above. Values in the order: Pf apPOL inh	mHTT CaM bind
CC(=O)N1CCC(n2c(C)nc(C(=O)NCc3ccc4c(c3)OCO4)c2C)CC1 as listed: -3	8
COc1ncc(C(=O)Nc2cc(C)cc(C)c2)c(C)n1 as listed: -4	-4
COc1cc(NC(=O)c2ccc([N+](=O)[O-])o2)c(OC)cc1Cl as listed: -1	11
Cn1cc(CCC(=O)NC2CCCCC2)c2ccccc21 as listed: -13	15

Later entries:
smiles	Pf apPOL inh	mHTT CaM bind
CCN(CC)c1ccc(N=Nc2ccc(Br)cc2)cc1	4	.
N#Cc1c(F)cccc1NCCCn1ccnc1	0	.
COc1ccc(CCN2COc3ccc4c(c3C2)OC(=Cc2ccncc2)C4=O)cc1	3	15
CC1CCc2onc(C(=O)N3CCN(Cc4ccccc4)CC3)c2C1 (stereo not given)	2	8
Cc1cccc(N(CC(=O)Nc2ccc3c(c2)oc2ccccc23)S(=O)(=O)c2ccccc2)c1	-12	2
O=C(Cc1cccs1)N1CCC(CCOc2ccc(F)cc2)CC1	-3	-8
O=C(Nc1cccc(-c2ccc3nnc(-c4cccnc4)n3n2)c1)c1ccc(F)cc1F	-3	80*
CCNc1ccccc1-c1nc2ccccc2[nH]c1=O	-4	-1
CC(C)C(NS(=O)(=O)c1cccs1)C(=O)N(C)Cc1ccccc1 (stereo not given)	7	3
O=c1c(N=Cc2cccc([N+](=O)[O-])c2)cc2[nH]c3ccccc3c2n1-c1ccccc1	4	97*
CCCN1C(=O)Cc2ccccc2C1C(=O)NC1CCCCCC1 (stereo not given)	-1	-1
CN1CCOC1c1cccc(Cl)c1 (stereo not given)	.	-7
CCC(=O)N1CCN(c2nc3c(s2)CC(C(=O)Nc2ccccc2CC)CC3)CC1 (stereo not given)	-2	9
O=C1NC2(CCN(C(=O)Nc3ccc4c(c3)OCO4)CC2)Nc2c(Cl)cccc21	-3	6
Cc1nnc(-n2nc(-c3ccccc3)cc2N)[nH]c1=O	3	14
COc1ccc(Cl)cc1C(=O)Nc1nnc(-c2ccsc2)o1	-8	22
Cc1ccc(C(=O)N2CCCCC2C(=O)O)o1 (stereo not given)	-14	6
CCOc1nccnc1NC1CCN(C(=O)c2cccn2C)CC1	-5	13
O=C(Nc1ccc2snnc2c1)N1CCSCC1	0	-3
COc1ccccc1N=c1oc2cc(O)ccc2cc1C(N)=O	6	20
O=S(=O)(N[C@@H](CO)Cc1ccccc1)c1cc(Cl)ccc1F	8	2
COc1ccccc1-c1nc(C2CCCN(C(=O)c3cccc(Cl)c3)C2)no1 (stereo not given)	-1	16
NC12CC3CC(C1)CC(C(=O)O)(C3)C2	0&1	-4&0&0
Cc1cc2c(cc1C)NC(c1c(F)cccc1F)C1=C(CC(C)(C)CC1=O)N2 (stereo not given)	2	19
c1ccc(-c2cc3ncnc(NCc4ccc5c(c4)OCO5)c3s2)cc1	-6&-62	.
Oc1cc2c(cc1O)CN(C(=S)NCCc1ccc(Cl)cc1)CCC2	8	.
COc1cccc(/C=C2\C=C(c3cc(OC)ccc3OC)OC2=O)c1	-1	-28
COc1cccc(-c2noc(C3CCCN3C(=O)NCc3ccccc3)n2)c1 (stereo not given)	-1	4
C#CCOc1ccc(/C=C2\C(=O)ON=C2C)cc1OCC	-6	51*
O=C(c1cccc(Cl)c1)N1CCCC2(C1)Nc1cccnc1NC2=NC1CCCC1 (stereo not given)	2	14

Assay outcomes: PubChem BioAssay, University of Kansas High Throughput Screening Laboratory
